# Bioassay records: PubChem BioAssay, several laboratories
# LYP phosphatase: inhibitors of LYP phosphatase, biochemical, fluorescence intensity, uHTS (AID 1779); recombinant LYP phosphatase, fluorescence intensity; higher % means a stronger effect; one-dose inhibition, % at 11.5 µM; IC50 in µM for titrated hits; 290,000 tested, 0.054% active;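 note: plate controls were vehicle with enzyme for no effect and no enzyme for full effect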
# human PMI inhibition: MPI enzyme activity inhibition – biochemical, fluorescence intensity, coupled assay, primary screen (AID 1209) | purified PMI enzyme, coupled fluorescence intensity; higher % means a stronger effect | inhibition, % at 20 µM, or IC50 in µM where a hit was titrated | 190,000 tested, 0.42% active;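 note: plate controls were DMSO vehicle for no effect and wells lacking substrate for full effect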
# P. falciparum M1AAP: malaria alanyl aminopeptidase activity blockers – biochemical, fluorogenic H-Leu-NHMec substrate, 1536-well (AID 1445) | recombinant M1AAP, H-Leu-NHMec fluorogenic kinetic assay; higher % means a stronger effect | one-dose inhibition, % at 30 µM; IC50 in µM for titrated hits | 220,000 tested, 0.42% active;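 active = primary inhibition above the hit cutoff, then over 50% inhibition at one or more dose response concentrations, cut at about 23% in these data, passing the limit was not always enough; inconclusive = conflicting primary data, or primary hits not chosen for dose response; inactive = low primary inhibition, or under 50% at every dose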;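 note: plate controls were DMSO full reaction for no effect and no enzyme background for full effect; strong numbers were not always called active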
# WT yeast gro inh: growth inhibition of WT yeast, mitochondrial fusion screen; mitochondrial fusion phenotypic screen, WT strain; 190,000 tested, 2.1% active; inhibition, % at 10 µM; AID 1362; in the data active = inhibition above about 58%; tested in S. cerevisiae
# Yfh1-depleted yeast: enhancers of respiration in Yfh1-depleted yeast, dose response, Friedreich's ataxia, plus single-dose screen (AID 1465). S. cerevisiae Yfh1-off respiration, WST-1 reduction, 72 h; higher fold induction means a stronger effect. fold induction at 50 µM; hits with a dose series show EC50 in µM. 220,000 tested, 0.074% active;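 active = fold induction of absorbance versus untreated yeast above a set limit, then at least 30% activation at any dose in follow-up; inconclusive = repeats straddling the limit, or above it without dose testing; inactive = fold induction below the set limit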;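 note: activators that raise dye reduction in frataxin-depleted yeast; strong numbers were not always called active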
# PMI inhibition: human PMI inhibitors, high substrate, primary screen, biochemical, fluorescence intensity, high mannose 6-phosphate (AID 1220); recombinant PMI enzyme, coupled fluorescence intensity; higher % means a stronger effect; inhibition, % at 20 µM, or IC50 in µM where a hit was titrated; 190,000 tested, 0.66% active
# P. falciparum M17LAP: P. falciparum M17LAP inhibitors, primary screen, biochemical, fluorogenic H-Leu-NHMec substrate, 1536-well (AID 1619); recombinant M17LAP, H-Leu-NHMec fluorogenic kinetic assay; higher % means a stronger effect; inhibition, % at 30 µM; hits with a dose series show IC50 in µM; 220,000 tested, 0.38% active;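 active = compound inhibiting the enzyme by more than half at any dose during confirmatory dose-response retesting; inconclusive = strong single-dose inhibitors picked by rank but not retested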;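 note: plate controls were full reaction with DMSO carrier for no effect and no enzyme background for full effect; strong numbers were not always called active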
# XIAP antagonists: small molecules displacing peptide from XIAP – biochemical, IAP family, fluorescence polarization (AID 1018); XIAP BIR domain, fluorescence polarization peptide displacement; higher % means a stronger effect; displacement, % at 20 µM, or IC50 in µM where a hit was titrated; 200,000 tested, 0.007% active; in the data active = displacement above about 50%; note: a part of the inactive calls stands beside numbers as strong as those of hits
# TNAP activation fold: human TNAP enzyme activators, primary screen, biochemical, luminescent, no phosphate acceptor, uHTS (AID 1001) | purified TNAP, luminescent activation assay, no phosphate acceptor; higher activation fold means a stronger effect | activation fold at 20 µM; hits with a dose series show EC50 in µM | 200,000 tested, 0.03% active; in the data active = activation fold from about 3, or a potency from the dose series; inactive = the rest, 99 in 100 with activation fold below about 1.6; note: many of its hits are not listed in these tables
# WT yeast gro inh mutant strain: second read-out of WT yeast gro inh, no call of its own (marks repeat the call); inhibition, %; mitochondrial fusion phenotypic screen, mutant strain inhibition
# An asterisk follows results filed as active; i = inactive; ? = inconclusive; / = not tested or not shown. Cut-off read from the data, not from the text of the source, unless noted: active = inhibition above about 50%; inactive = the rest.
# The line under a structure holds: LYP phosphatase	WT yeast gro inh mutant strain	P. falciparum M1AAP	P. falciparum M17LAP	PMI inhibition	Yfh1-depleted yeast	human PMI inhibition	WT yeast gro inh	XIAP antagonists	TNAP activation fold
O=C(/C=C\Nc1ccccn1)c1ccc(Cl)cc1
 : -2%	5	4%	0%	8%	i	10%	11	3.2%	1.1
CCOC(=O)C1=CN(CC2CCCO2)C=C(C(=O)OCC)C1c1ccccc1C(F)(F)F (stereo not given)
 : -6%	1	8%	4%	8%	i	9%	10	-8.2%	1.2
CC(C)(C)/C(COc1ccccc1[N+](=O)[O-])=N/O
 : -6%	8	1%	9%	6%	i	6%	3	0.5%	1.1
Cc1ccc(S(=O)(=O)NN2Cc3ccccc3C2=N)cc1
 : -6%	-14	1%	2%	-62%	i	-70%	-9	-6.2%	1.1
O=C(Oc1ccccc1)c1ccc2nsnc2c1
 : -2%	7	0%	-15%	1%	i	-3%	-22	-4.4%	1.1
CC(/C=C1\SC(=O)N(CC(=O)Nc2ccc(O)cc2)C1=O)=C\c1ccccc1
 : 3%	18	10%	-1%	3%	i	12%	14	-8.1%	0.8
CCOc1ccccc1NC(=O)NCc1ccc(F)cc1
 : -4%	-1	13%	-4%	11%	i	9%	4	-9.0%	1.1
CC(=O)N(C(C)=O)C1=C(C#N)C2(CCCCC2)Cc2ccccc21
 : -4%	-13	6%	-1%	4%	i	1%	-7	1.3%	1.1
O=C(NNC(=S)NC(=O)c1ccccc1[N+](=O)[O-])c1ccccc1Cl
 : -2%	-9	-16%	33%	-12%	i	-6%	-19	-3.3%	1.1
CCCn1cnc2scc(-c3ccc(C)cc3)c2c1=O
 : -10%	-15	9%	0%	-7%	i	3%	-13	-5.8%	1.1
Cc1ccccc1-n1c(=O)cc(N2CCCCCC2)[nH]c1=O
 : -2%	-2	10%	9%	63%*	i	46%	6	0.8%	1
CC(Nc1n[nH]c(=S)[nH]c1=O)C(=O)OCc1ccccc1 (stereo not given)
 : 0%	-12	2%	-17%	-30%	i	-12%	0	-2.6%	1.1
Cc1cc2oc(C(=O)Nc3ccc(S(=O)(=O)Nc4onc(C)c4C)cc3)cc(=O)c2cc1Cl
 : 2%	/	12%	24%	/	i	/	/	/	/
S=C(NCc1ccco1)Nc1ccc(Br)cc1Cl
 : -4%	12	5%	1%	2%	i	6%	1	0.1%	1.1
O=C(Nc1ccccc1)Nc1nc(-c2ccc(F)cc2)cs1
 : -10%	-3	0%	9%	-7%	i	-13%	-12	-9.1%	1.1
CSc1cccc(NC(=S)N(CCCN2CCCC2)Cc2cccs2)c1
 : 1%	21	6%	1%	-10%	i	-2%	-11	-1.6%	1.1
CC(C)(C)NC(=O)C(c1ccccc1)N(C(=O)C1CSC(=O)C1)c1ccccc1 (stereo not given)
 : 3%	0	0%	-2%	20%	i	12%	-19	-3.9%	0.9
O=C(Nc1ccccc1)O/N=C1/CCCc2occc21
 : -3%	/	3%	11%	/	i	/	/	/	/
CCCN(CCC)C(=O)c1ccc2c(c1)OCO2
 : -1%	1	3%	13%	-12%	i	-10%	-9	-6.1%	1.1
O=C(COC(=O)c1cccnc1Cl)Nc1ncc(Cl)cc1Cl
 : -6%	7	0%	3%	2%	i	-12%	16	-17%	1.1
COc1ccccc1NC(=O)CN(C)S(=O)(=O)c1cc(C)ccc1OC
 : -4%	-14	-8%	-6%	6%	i	2%	-23	-1.3%	1
COc1ccc(C2=NOC(C(=O)NCc3ccccc3)C2)cc1 (stereo not given)
 : -6%	6	-7%	-4%	-4%	/	-8%	3	-2.6%	1
CCN(CC)S(=O)(=O)c1ccc(Nc2cc(C)nc3ncnn23)cc1
 : 2%	/	-4%	3%	6%	i	7%	/	-0.3%	1.1
Cc1cccc(NC(=O)NCC(c2cccnc2)N2CCOCC2)c1 (stereo not given)
 : -6%	-7	2%	0%	-4%	/	1%	8	-3.2%	1
COc1ccccc1N(CC(=O)NCC(C)C)S(=O)(=O)c1cccs1
 : -4%	-12	2%	-7%	-6%	i	-7%	-4	-1.7%	1.1
Cc1ccc(C2NC(=S)NC3=C2C(=O)CCC3)cc1 (stereo not given)
 : -5%	9	3%	8%	-12%	i	-5%	3	-5.4%	0.9
O=C(NCCc1cccs1)C1CC(c2ccccc2[N+](=O)[O-])=NO1 (stereo not given)
 : -12%	-6	2%	3%	-3%	i	-7%	-16	2.6%	1
FC(F)(F)c1cccc(Nc2nc(N3CCCC3)nc(N3CCCC3)n2)c1
 : 2%	27	2%	0%	24%	i	16%	52	-4.5%	1
CCN(C(=O)c1cnc(N2CCN(c3ncccn3)CC2)c2ccccc12)c1cccc(Cl)c1
 : 6%	30*	13%	5%	26%	i	19%	63*	-4.5%	1
S=C1NCN(Cc2ccco2)CN1Cc1ccco1
 : 0%	/	1%	0%	/	i	/	/	/	/

# (further entries)
# The line under a structure holds: LYP phosphatase	WT yeast gro inh mutant strain	P. falciparum M1AAP	P. falciparum M17LAP	PMI inhibition	Yfh1-depleted yeast	human PMI inhibition	WT yeast gro inh	XIAP antagonists	TNAP activation fold
C=CCn1c(SCC(=O)NCc2ccc3c(c2)OCO3)nc2scc(-c3ccccc3)c2c1=O
 : -6%	2	9%	-8%	20%	i	18%	-13	-4.5%	1.1
O=C1NC(=Nc2ccccc2)S/C1=C/c1cccnc1
 : -7%	1	5%	1%	-14%	i	-14%	9	-1.9%	0.9
CCCS(=O)(=O)N1CCN(C2CCC(C)CC2)CC1 (stereo not given)
 : -4%	-1	6%	7%	3%	i	8%	-1	-3.7%	1.1
O=C(CCC1CCCN(Cc2ccc(O)c(Cl)c2)C1)NCc1ccccc1F (stereo not given)
 : 0%	-15	3%	12%	8%	i	7%	14	-10%	1
CN(CC(=O)Nc1ccc(N2CCOCC2)cc1)Cc1c(O)ccc2ccccc12
 : -2%	-18	10%	1%	/	i	35%	-2	-2.7%	1
Cc1ccc(S(=O)(=O)Cn2nnnc2CN2CCN(Cc3ccc4c(c3)OCO4)CC2)cc1
 : -8%	24	-1%	17%	4%	i	1%	19	-4.2%	1.1
O=C(c1cccc(Br)c1)N1CCN(C(=O)N2CCOCC2)CC1
 : -5%	-11	10%	-2%	3%	i	0%	1	-6.2%	1
CCCNCc1nnc(-c2ccccc2Cl)o1
 : -6%	-11	1%	26%	8%	i	9%	-10	1.5%	1.1
CCC(=O)Nc1ccc2nc(C)n(CC(=O)Nc3ccccc3)c(=O)c2c1
 : -9%	-15	1%	-5%	17%	i	2%	4	-6.2%	1.1
Cc1cc(-c2ccccc2)n(-c2ccc(C(=O)N3CCN(c4ncccn4)CC3)cc2)n1
 : 2%	7	2%	10%	8%	i	11%	26	-3.1%	1.1
CC(C)(/C=N/O)/[N+]([O-])=C/C=[N+](\[O-])C(C)(C)/C=N/O
 : -11%	5	3%	20%	12%	i	11%	8	-2.3%	1.1
Cc1cccc(-c2nnc(SCC(=O)Nc3ncccn3)n2C)c1
 : -5%	3	-3%	7%	6%	i	2%	8	-7.4%	1.1
CCOC(=O)c1ccc(NC(=O)Nc2cc(C)on2)cc1
 : 1%	23	0%	-4%	8%	i	12%	-13	-6.0%	1.1
COc1ccc(Br)cc1C1CC(=O)N2CN(C)CSC2=C1C#N (stereo not given)
 : -3%	-3	8%	4%	52%*	i	28%	-3	0.3%	1.1
CC(C)[C@H](NC(=O)c1ccccc1)C(=O)OCC(=O)N1CCN(C(=O)c2ccco2)CC1
 : 0%	-13	0%	1%	-2%	i	-11%	-5	-2.7%	1.1
COc1ccc(NC(=O)Nc2ccc(Br)cn2)cc1OC
 : -6%	15	4%	-6%	5%	i	3%	-1	-6.1%	1
CC1(C)Cc2nc3sc(C(=O)NCCO)c(N)c3cc2CO1
 : 4%	-6	2%	15%	-8%	i	-8%	-16	-5.0%	1
CCc1nc(Sc2nc(C)cc(C)n2)c2oc3ccccc3c2n1
 : -2%	5	1%	-4%	11%	i	5%	-12	-2.5%	1.1
CCOC(=O)c1sc(NC(=O)CCCn2nc([N+](=O)[O-])cc2C)c(C(=O)OCC)c1C
 : 0%	-10	-2%	-1%	8%	i	11%	-30	-6.9%	1.1
COc1ncccc1-c1nnn(-c2ccc(C)cc2)n1
 : -2%	23	-1%	-1%	-5%	i	4%	15	-3.0%	1.1
CN(C(=O)Nc1ccc(Cl)cc1Cl)[C@H]1c2cc(Br)ccc2OC[C@H]1CO
 : -5%	43	6%	-3%	22%	i	20%	38	0.2%	1
COc1ccc(NC(=O)N2CCCCCC2)cc1
 : -2%	5	6%	1%	34%	i	45%	6	-1.5%	1
COc1ccc(/C=N/Nc2nc3ccccc3s2)cc1O
 : 3%	24	13%	-5%	0%	i	6%	31	-5.9%	1.2
COc1ccc(CC(=O)c2ccc(OC)c(OC)c2)cc1
 : 0%	-12	-1%	16%	9%	i	15%	-6	-7.0%	1
N#Cc1c(N)nc2c3c(sc(=N)c2c1N)NC(=O)CC3c1ccccc1 (stereo not given)
 : 6%	16	11%	-8%	11%	i	17%	9	0.4%	1
COC(=O)Nc1nc2ccc(Br)cc2s1
 : -6%	-5	8%	2%	13%	i	8%	2	-3.4%	1.1
COc1ccc(/C=C/C=C2\NC(=S)NC2=O)cc1
 : 1%	-4	9%	12%	-29%	i	-40%	5	-7.1%	1
C/C(=N\NC(=O)c1c(Cl)c(C)nn1C)c1cccc(NC(=O)COc2ccccc2)c1
 : 4%	-10	4%	-11%	-4%	?	-5%	-9	-5.2%	1.1
COc1ccccc1NC(=O)c1ccc(-n2cccn2)nc1
 : -6%	-12	-5%	2%	4%	i	5%	-6	-7.5%	1
CCCCN1C(=O)C(NC(=O)c2cccnc2)(C(F)(F)F)C2=C1CC(C)(C)CC2=O (stereo not given)
 : -6%	7	7%	-3%	8%	i	10%	11	-7.9%	1.1
Cc1cccc(OCC(=O)O/N=C(\N)c2ccccn2)c1
 : -6%	9	1%	1%	12%	i	12%	8	-4.3%	1
Cc1cc(=O)oc2cc(OCC(=O)N3CCc4ccccc4C3)ccc12
 : -3%	-15	2%	-18%	15%	i	-3%	1	-1.0%	1
C(=Nc1cccc2c(N=Cc3ccco3)cccc12)c1ccco1
 : 12%	12	2%	-2%	/	i	83%*	11	-7.0%	1.1

# Whole records from above.
# Shown for COc1ccccc1NC(=O)CN(C)S(=O)(=O)c1cc(C)ccc1OC → LYP phosphatase = -4%; WT yeast gro inh mutant strain = -14; P. falciparum M1AAP = -8%; P. falciparum M17LAP = -6%; PMI inhibition = 6%; Yfh1-depleted yeast = i; human PMI inhibition = 2%; WT yeast gro inh = -23; XIAP antagonists = -1.3%; TNAP activation fold = 1
# Shown for COc1ccccc1N(CC(=O)NCC(C)C)S(=O)(=O)c1cccs1 → LYP phosphatase = -4%; WT yeast gro inh mutant strain = -12; P. falciparum M1AAP = 2%; P. falciparum M17LAP = -7%; PMI inhibition = -6%; Yfh1-depleted yeast = i; human PMI inhibition = -7%; WT yeast gro inh = -4; XIAP antagonists = -1.7%; TNAP activation fold = 1.1
